TRPV1 ag: HTS Assay for Compounds that Act as Agonists of the Vanilloid Receptor 1. Transient receptor potential cation channel subfamily V member 1 (Homo sapiens), Q8NER1. TRPV1-expressing cells, Fluo-8 calcium influx, agonist mode. activation, % at 8.33 µM. hit rate 0.19% among 320,000; in the data active = activation above about 80%; inconclusive = between about 30% and that limit; also: 0% is about no effect
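Cells expressing TRPV1 were dye-loaded with Fluo-8 and read kinetically: 10 s baseline, 3 min after compound (agonist portion), then 2 min after EC20 capsaicin (allosteric enhancer portion). Calcium-bound dye fluorescence at 480/520 nm.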
FLuc counter: qHTS profiling assay for firefly luciferase inhibitor/activator using purifed enzyme and Km concentrations of substrates (counterscreen for miR-21 project) | Luciferin 4-monooxygenase (Photinus pyralis), P08659 | purified FLuc, Km substrates, luminescence inhibition | Potency, µM (series often up to 57.5 µM), without a hit: at the top dose activity change, negative = inhibition, usual class: inhibitors | hit rate 6.9% among 360,000;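 also: potency is read from the fitted curve at half-maximal effect; plate controls were vehicle for no effect and reference inhibitor for full effect; nearly all actives have a fitted effect of over 55% in size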
Target sequence (P08659 whole entry, looked up): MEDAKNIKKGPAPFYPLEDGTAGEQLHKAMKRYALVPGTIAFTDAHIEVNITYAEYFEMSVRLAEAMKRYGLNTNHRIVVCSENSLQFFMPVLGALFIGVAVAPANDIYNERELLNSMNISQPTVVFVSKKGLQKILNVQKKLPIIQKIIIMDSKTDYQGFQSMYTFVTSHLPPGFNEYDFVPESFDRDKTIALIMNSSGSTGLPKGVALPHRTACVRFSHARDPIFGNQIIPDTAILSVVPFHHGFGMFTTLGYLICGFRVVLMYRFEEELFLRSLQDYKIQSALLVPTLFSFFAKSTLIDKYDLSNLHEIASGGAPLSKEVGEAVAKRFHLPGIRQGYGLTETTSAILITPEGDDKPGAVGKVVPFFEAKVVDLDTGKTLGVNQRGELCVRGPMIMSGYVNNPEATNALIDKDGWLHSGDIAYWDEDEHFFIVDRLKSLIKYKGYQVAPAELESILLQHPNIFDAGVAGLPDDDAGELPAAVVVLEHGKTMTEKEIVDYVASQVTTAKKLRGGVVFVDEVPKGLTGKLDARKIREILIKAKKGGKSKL
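Biochemical qHTS of compounds, final roughly 60 µM downward over six points, against 10 nM purified firefly luciferase using Km concentrations of substrates (10 uM D-luciferin, 10 uM ATP) in Tris acetate pH 7.5 buffer; luminescence output.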
Rab9 promoter act: qHTS Assay for Rab9 Promoter Activators; hit rate 2.8% among 320,000; AID 485297, 2010; Huh7 Rab9 promoter-luciferase reporter, luminescence, 24 h; Potency, µM (highest dose often 9.22 µM), without a hit: at the highest dose activation, negative = inhibition, hits mostly activators; also: potency is read from the fitted curve at half-maximal effect; % of control where 0% means no effect; nearly all actives have a fitted effect of over 60% in size
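Quantitative HTS format; Huh7 Rab9-luciferase reporter cells (1500/well) receive compound 2 h post-plating, incubate 24 h at 37 °C, then get luciferase reagent for 10 min before luminescence reading.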
Tb PFK block: qHTS Assay to Find Inhibitors of T. brucei phosphofructokinase. ATP-dependent 6-phosphofructokinase (Trypanosoma brucei brucei), O15648. AID 485367, 2010. hit rate 0.17% among 330,000. Potency, µM (doses to about 57.5 µM), for inactives: at the top dose activity, negative = inhibition, most hits filed as inhibitors. T. brucei PFK, ADP-Glo luminescence;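 also: potency is read from the fitted curve at half-maximal effect; 0% = uninhibited 1x PFK enzyme wells and -100% = no-enzyme wells; nearly all actives have a fitted effect of over 60% in size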
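ADP-Glo luminescence quantified ADP after 45 min at room temperature, with 1.25 nM T. brucei PFK, 0.1 mM ATP and 0.5 mM fructose-6-phosphate in pH 8.0 TEA buffer. qHTS titrations up to 57 µM; curves classified by quality.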
Gal4-VP16 FLuc: VP16 counterscreen qHTS for inhibitors of ROR gamma transcriptional activity; Drosophila S2 Gal4-VP16 UAS-luciferase, luminescence, 20 h; Potency, µM (top dose mostly 53.6 µM), for the others: at the top dose activity, negative = inhibition, usual class: inhibitors; hit rate 3.5% among 310,000; AID 2546, 2010;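 also: Gal4-VP16 expression switched on by copper sulfate through the metallothionein promoter; potency is read from the fitted curve at half-maximal effect; % is scaled to controls: 0 for no effect and ±100 for the full control effect; nearly all actives have a fitted effect of over 50% in size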
ELG1 DNA repair: qHTS screen for small molecules that inhibit ELG1-dependent DNA repair in human embryonic kidney (HEK293T) cells expressing luciferase-tagged ELG1; HEK293T ELG1-luciferase reporter, luminescence, 16 h; DNA damage induced by 5-fluorouridine; Potency, µM (titrated, usually from 46.1 µM), without a hit: at the highest dose activity change, negative = inhibition, hits mostly inhibitors; hit rate 2.3% among 330,000; also: potency is read from the fitted curve at half-maximal effect; % is scaled to controls: 0 for no effect and ±100 for the full control effect; nearly all actives have a fitted effect of over 55% in size
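Luminescence from the luciferase reporter, measured 30 min after ONE-Glo reagent at room temperature, was the read-out. Beforehand, 2,000 cells per well were exposed for 16 hr at 37 °C to 5-fluorouridine together with compound or vehicle.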
p53 reactivator: qHTS assay for re-activators of p53 using a Luc reporter | AID 504706, 2011 | hit rate 0.063% among 320,000 | H1299 p53-A138V BP100-luciferase reporter, luminescence, 24 h | Potency, µM (top dose mostly 92.2 µM), inactives show at the top dose activity change, positive = activation, hits mostly activators; also: potency is read from the fitted curve at half-maximal effect; % of control where 0% means no effect; nearly all actives have a fitted effect of over 45% in size
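p53-null H1299 cells stably carrying temperature-sensitive p53-A138V and a BP100-luciferase reporter were pinned with compounds (4-point, 1:5 series) and held 24 hrs at 37 deg C. Luminescence was read 10 min after detection reagent.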
RORg inh: qHTS for inhibitors of ROR gamma transcriptional activity | AID 2551, 2010 | Nuclear receptor ROR-gamma (Mus musculus), P51450 | Potency, µM (top dose mostly 53.6 µM), inactives show at the highest dose activity change, negative = inhibition, actives largely listed as inhibitors | hit rate 5.4% among 310,000 | Drosophila S2 Gal4-RORgamma UAS-luciferase reporter, 20 h; also: potency is read from the fitted curve at half-maximal effect; % is scaled to controls: 0 for no effect and ±100 for the full control effect; nearly all actives have a fitted effect of over 60% in size
Target sequence (P51450 whole entry, looked up, the tested form may be a part): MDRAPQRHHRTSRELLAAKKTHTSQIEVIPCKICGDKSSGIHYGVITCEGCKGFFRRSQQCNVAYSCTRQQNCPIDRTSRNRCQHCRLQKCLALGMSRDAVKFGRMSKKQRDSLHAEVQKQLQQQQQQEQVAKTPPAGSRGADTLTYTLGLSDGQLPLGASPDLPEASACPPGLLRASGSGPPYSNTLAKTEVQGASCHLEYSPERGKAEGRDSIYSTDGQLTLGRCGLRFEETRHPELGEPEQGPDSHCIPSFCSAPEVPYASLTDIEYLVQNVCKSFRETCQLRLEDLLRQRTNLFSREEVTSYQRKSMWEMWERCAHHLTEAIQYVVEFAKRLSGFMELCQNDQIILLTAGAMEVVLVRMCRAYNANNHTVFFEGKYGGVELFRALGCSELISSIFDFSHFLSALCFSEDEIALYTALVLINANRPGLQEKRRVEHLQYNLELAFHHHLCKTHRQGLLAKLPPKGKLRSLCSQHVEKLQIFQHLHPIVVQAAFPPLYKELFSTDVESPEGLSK
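Read-out: Photinus luciferase luminescence; inhibitors lower reporter signal. Insect Schneider cells with Gal4-ROR gamma fusion under metallothionein promoter, UAS reporter; 700 uM final copper sulfate induction, 20 hr, ambient temperature.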
BRCA1 expr up: qHTS Assay to Identify Small Molecule Activators of BRCA1 Expression; MCF7-BRCA1-FFLuc reporter, luminescence, 48 h; response scale: scaled: vehicle 0%, 10 µM genistein 100%; Potency, µM (doses to about 46.1 µM), without a hit: at the top dose activation, hits mostly activators; hit rate 1.1% among 380,000; also: potency is read from the fitted curve at half-maximal effect; nearly all actives have a fitted effect of over 80% in size; some results filed as inactive show a strong effect at the top dose
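First, MCF7-BRCA1-FFLuc cells (2000/well) attach for 2 h; next, compounds are pin-added and incubated 48 h at 37 °C; finally, luciferase reagent is added and luminescence read after 15 min.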
ELG1 genotoxic: qHTS screen for small molecules that induce genotoxicity in human embryonic kidney (HEK293T) cells expressing luciferase-tagged ELG1; HEK293T ELG1-luciferase reporter, luminescence, 16 h; Potency, µM (doses to about 46 µM), for inactives: at the highest dose activity change, positive = activation, usual class: activators; hit rate 1.3% among 330,000; also: potency is read from the fitted curve at half-maximal effect; % of control where 0% means no effect; nearly all actives have a fitted effect of over 60% in size
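HEK293T cells expressing luciferase-tagged ELG1 were treated with compound or DMSO for 16 hr at 37°C. Luciferase activity was then read after 30 min with ONE-Glo at room temperature; rising signal flags genetic stress.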
NPC1 prom act: qHTS Assay for NPC1 Promoter Activators. Potency, µM (series often up to 9.22 µM), without a hit: at the highest dose activation, hits mostly activators. hit rate 2.4% among 320,000. Huh7 NPC1 promoter luciferase reporter, 24 h;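 also: potency is read from the fitted curve at half-maximal effect; % of control where 0% means no effect; nearly all actives have a fitted effect of over 60% in size; reporter is driven by a mutant NPC1 promoter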
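Luminescence from an NPC1 promoter-driven luciferase reporter in stably transfected Huh7 cells was measured after 24 h compound treatment at 37 °C, followed by 10 min ambient incubation with luciferase detection reagent.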
Active calls of the source: *; ? = inconclusive; . = no result given; & = joins results of further samples; [ ] = another dose, or the depositor's remark. Unless noted, calls follow the shape of the dose curve; as a rule, active = well fitted curve in the direction sought with a large enough effect; inconclusive = small, poorly fitted or top-dose-only effect, or another doubt; inactive = no such curve, though single readings can be large; an effect the other way counts as inactive or inconclusive. This is a random part of the collection; any-hit rate near 15%.

SMILES | TRPV1 ag | FLuc counter | Rab9 promoter act | Tb PFK block | Gal4-VP16 FLuc | ELG1 DNA repair | p53 reactivator | RORg inh | BRCA1 expr up | ELG1 genotoxic | NPC1 prom act
Cc1cccc(Nc2nc(CC(=O)O)cs2)c1 | 1 | ? | 13% | -1% | ? | ? | 7% | ? | 17% | 8% | 13%
Cc1ccc(-c2cc3nc(-c4ccccc4)cc(N)n3n2)cc1 | -2 | ? | 1.8µM* | -3% | 23%[0.365 µM] | ? | 8% | -20% | ? | ? | ?
COc1ccc(NC(=S)NC(NC(C)=O)C(Cl)(Cl)Cl)c([N+](=O)[O-])c1 (configuration not stated) | -4 | 2% | 1% | -7% | -2% | 4% | 6% | ? | -27% | 0% | -1%
CCN(CC)N=Nc1ccc(S(=O)(=O)N2CCSC2C(=O)O)cc1 (configuration not stated) | 1 | 0% | -3% | 3% | -14% | -9% | 1% | 6% | 0% | -1% | -4%
CCOC(=O)COc1ccc2c(=O)c(-c3ccccc3OC)coc2c1 | 2 | -18% | -1% | -1% | -1%[10 µM] | 4% | 6% | 1% | 4% | -1% | -7%
CC1CC(C)CN(C(=O)COC(=O)c2nn(C)c(=O)c3ccccc23)C1 (configuration not stated) | 6 | -3% | -5% | 0% | . | 23% | -8% | . | -2% | 6% | 1%
CCCCS/C(N)=N/N=C/c1ccccc1O | 1 | 13µM* | 3.2µM* | 1% | 1.1µM* | ? | 23% | 0.63µM* | 7.9µM* | ? | ?
Cc1ccc(Sc2ccc(C(=O)N3CCOCC3)cc2[N+](=O)[O-])cc1 | ? | 4% | -2% | -1% | -2% | ? | 14% | -2% | 4% | 0% | -8%
CN(C)C(=O)CSc1ncccc1-c1nc2ccccc2[nH]1 | 2 | ? | 9% | -9% | -6% | 14% | 26% | -2% | -2% | 0% | 9%
CC(C)c1cc(Br)ccc1OCCN1C(=O)NC(C)(C)C1=O | ? | 2% | 0% | -9% | 1% | 10% | -5% | 38% | -8% | -2% | -4%
O=C(c1ccc(C(F)(F)F)n(Cc2ccc(Cl)cc2)c1=O)N1CCOCC1 | ? | 4% | -3% | 0% | 3% | 16% | 12% | -4% | -9% | -3% | -5%
Cc1[nH]n(-c2ncc(-c3ccccc3)s2)c(=O)c1C(c1ccc(Br)cc1)C(C#N)C#N (configuration not stated) | -3 | ? | 1% | 2% | 13µM* | ? | . | 11µM* | 4% | 10% | 3%
Cc1ccc(S(=O)(=O)N(C)C)cc1NC(=O)C(C)OC(=O)c1ccc2ccccc2n1 (configuration not stated) | 1 | . | -2% | -8% | . | 6% | 7% | . | -17% | -3% | -4%
Cc1cccc(CSc2nnc(CCCCCNC(=O)OC(C)(C)C)o2)c1 | 9 | -19% | 5% | -5% | ? | ? | -3% | ? | -32% | -7% | -2%
COc1ccc(-c2noc(CNC(=O)C(C)Oc3ccccc3)n2)cc1 (configuration not stated) | 4 | 0% | -2% | 1% | 1% | -28% | -9% | 1% | 2% | -8% | -3%
O=C(Cn1nc2n(c1=O)-c1ccccc1SC2)N/N=C/c1cccnc1 | -4 | 0% | 0% | -2% | 4% | 0% | -7% | 1% | -1% | -1% | 3%
CCOC(=O)C1CCN(c2ccccc2CN2CCN(c3ccccc3OCC)CC2)CC1 | 15 | -2% | -2% | 4% | 0% | 16µM* | 2% | 1% | 3% | -22% | -1%
O=c1[nH][nH]c2c(N=Cc3ccccc3O)ccc(F)c12 | 0 | 19µM* | -8% | ? | -14% | 1% | -3% | -27% | -1% | -6% | 0%
Cc1ccccc1N1CCN(C(=O)c2ccccc2NC(=O)C2CC=CCC2C(=O)O)CC1 (configuration not stated) | 8 | 1% | 0% | -6% | -3% | -1% | 1% | -1% | 5% | -3% | 0%
O=C1CSC(c2ccco2)N1 (configuration not stated) | -1 | 4% | -3% | -1% | -1% | 10% | -1% | -1% | 10% | 3% | -1%

Reprinted at random: two entries already listed
SMILES | TRPV1 ag | FLuc counter | Rab9 promoter act | Tb PFK block | Gal4-VP16 FLuc | ELG1 DNA repair | p53 reactivator | RORg inh | BRCA1 expr up | ELG1 genotoxic | NPC1 prom act
COc1ccc(-c2noc(CNC(=O)C(C)Oc3ccccc3)n2)cc1 (configuration not stated) | 4 | 0% | -2% | 1% | 1% | -28% | -9% | 1% | 2% | -8% | -3%
O=C(Cn1nc2n(c1=O)-c1ccccc1SC2)N/N=C/c1cccnc1 | -4 | 0% | 0% | -2% | 4% | 0% | -7% | 1% | -1% | -1% | 3%

Remaining list, next part
SMILES | TRPV1 ag | FLuc counter | Rab9 promoter act | Tb PFK block | Gal4-VP16 FLuc | ELG1 DNA repair | p53 reactivator | RORg inh | BRCA1 expr up | ELG1 genotoxic | NPC1 prom act
CC(CCN1C(Nc2ccccc2)=NC[C@@H]1C)c1ccccc1 (some centres not stated) | 1 | 1% | -5% | 5% | -1% | -17% | . | -1% | -34% | -1% | 1%
CC(C)Oc1cccc(NC(=O)c2cnccc2C(F)(F)F)c1 | 3 | 0% | -4% | 1% | -1% | 0% | 1% | 2% | 5% | -1% | 1%
COC(=O)c1cc(CSc2nc3ccccc3[nH]2)oc1C | 17 | 7.6µM* | ? | 5% | ? | ? | ? | ? | ? | 9.2µM* | ?
CCOC(=O)C(=CNc1ccc(C(F)(F)F)cc1)C(=O)OCC | 13 | -16% | -4% | 2% | -3% | -16% | -2% | 19% | -2% | -3% | 2%
COc1ccc(C(=O)NCCCN2CCOCC2)cc1S(=O)(=O)N1CCCc2ccccc21 | -4 | -7% | -5% | 2% | 3% | 18% | 3% | -2% | -14% | -3% | -1%
COC(=O)Nc1ncc(CN2C(=O)c3ccccc3C2=O)s1 | 0 | 6% | -8% | 3% | -2% | 14% | -6% | ? | 4% | 2% | 0%
Cc1cccc(CNC(=O)Cn2ccc3cc(S(=O)(=O)N4CCCCCC4)ccc32)c1 | 12 | -13%&1% | -1% | 3% | 10% | -14% | -3% | 16% | -12% | -8% | 7%
CC(=O)Nc1ccc(S(=O)(=O)NC(C)c2ccncc2)cc1 (configuration not stated) | -4 | 0% | -10% | -2% | . | 10% | -3% | . | -15% | 0% | -4%
CC12CN3CC(C)(CN(C1)C3c1ccc(Br)cc1O)C2 (configuration not stated) | 5 | 1% | 1% | -5% | 4% | 0% | 0% | ? | -8% | 0% | 1%
CC(C)c1ccc(NC(=O)C2CCCCN2S(=O)(=O)c2ccccc2)cc1 (configuration not stated) | 4 | . | 2% | 6% | . | ? | 22% | . | -15% | ? | -3%
COC(=O)c1ccc(CSc2nnc(C)s2)cc1 | 2 | ? | 3.5µM* | -4% | 3% | ? | 10% | 22% | 90% | 27% | ?
COCCNc1nc2nonc2nc1N(C)Cc1ccc(C)cc1 | -3 | 0% | 1% | 5% | 9% | -7% | -5% | 24% | 0% | -2% | 1%
Cc1cccc(NC(=O)CN2CCN(C(=O)CNC(=O)Cc3cccc4ccccc34)CC2)c1C | -3 | -2% | 0% | -2% | . | -20% | -1% | . | 21% | -6% | -10%
C=CCn1c(=O)/c(=C2/Sc3ccccc3N2CC)s/c1=C1/C(=O)NN=C1C | 2 | -2% | 0% | -3% | -5% | 22% | -3% | 5% | . | -5% | -7%
COc1ccc(NC(=O)Nc2cccc3c2O[C@H](CN(C)S(C)(=O)=O)[C@@H](C)CN([C@H](C)CO)C3=O)cc1 | . | . | . | 2% | . | ? | 8% | . | 39% | 10% | .
Cc1ccc(OCc2nnc(SCc3cc(=O)[nH]c4ccccc34)o2)cc1 | 8 | 1% | 8% | -1% | -3% | -3% | -2% | ? | -26% | 1% | 2%
CC(C)=C(NC(=O)c1ccco1)C(=O)NCCc1nc2ccccc2[nH]1 | 0 | -4% | -2% | 1% | 11% | 4% | 19% | -10% | 3% | 4% | 1%
CN(CC(=O)Nc1cccc(F)c1)C(=O)CN1C(=O)C2CC=CCC2C1=O (configuration not stated) | 2 | -2% | 0% | 0% | . | 22% | 1% | . | 24% | 1% | -1%

Assay outcomes from PubChem BioAssay.
